Screening data (PubChem)
LAP4 TOR yeast: modulators of TOR pathway LAP4-GFP in S. cerevisiae; GFP response vs DMSO, % at 10 µM; 0.34% of 320,000 active; AID 2023; S. cerevisiae LAP4-GFP multiplex, flow cytometry GFP, 3 h; median GFP as percent of DMSO wells;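 active = GFP response vs DMSO above a set limit, about the screen mean plus 3 SD, cut at about 150% in these data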
MEP2 TOR yeast: alters MEP2-GFP fluorescence in TOR pathway yeast screen; S. cerevisiae MEP2-GFP strain, flow cytometry GFP, 3 h; 100% = DMSO control level; GFP response vs DMSO, % at 10 µM; AID 2016; 0.51% of 330,000 active;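 active = GFP response versus DMSO above a set limit, roughly screen mean plus 3 SD, cut at about 180% in these data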;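 also: median GFP fluorescence of the barcode-gated MEP2-GFP cells per well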
GRK2 aptamer HTS: inhibitors of human GRK2 displacing RNA aptamer | P25098 | bead flow cytometry, FAM-aptamer displacement from GRK2 | inhibition of aptamer binding, % at 10 µM | 0.59% of 330,000 active | AID 488847;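 active = inhibition of aptamer binding above 40%, roughly 3 SD of noise, on plates passing a quality check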;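 also: median bead fluorescence of bound FAM aptamer so fluorescent compounds give negative values; no value below 0 was filed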
Target sequence (P25098 whole entry, looked up): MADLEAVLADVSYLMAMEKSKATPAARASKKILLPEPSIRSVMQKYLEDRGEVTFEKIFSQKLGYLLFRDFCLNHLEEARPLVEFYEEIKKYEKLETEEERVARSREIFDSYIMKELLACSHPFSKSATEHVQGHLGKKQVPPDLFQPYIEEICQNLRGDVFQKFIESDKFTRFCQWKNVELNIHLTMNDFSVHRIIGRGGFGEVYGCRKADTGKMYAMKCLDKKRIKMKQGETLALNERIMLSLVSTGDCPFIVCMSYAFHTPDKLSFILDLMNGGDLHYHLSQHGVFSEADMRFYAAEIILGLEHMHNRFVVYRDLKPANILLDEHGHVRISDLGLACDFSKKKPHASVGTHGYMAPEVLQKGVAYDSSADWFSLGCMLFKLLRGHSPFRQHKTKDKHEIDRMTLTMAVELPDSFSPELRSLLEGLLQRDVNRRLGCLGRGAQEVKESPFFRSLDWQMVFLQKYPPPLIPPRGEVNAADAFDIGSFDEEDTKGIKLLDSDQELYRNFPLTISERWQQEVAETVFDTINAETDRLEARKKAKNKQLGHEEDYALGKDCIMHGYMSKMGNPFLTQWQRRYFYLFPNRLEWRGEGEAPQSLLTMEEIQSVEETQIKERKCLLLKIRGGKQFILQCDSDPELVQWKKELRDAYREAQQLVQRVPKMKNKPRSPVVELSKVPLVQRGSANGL
CR mimetic SO: yeast age-related superoxide inhibition as caloric restriction mimetic. S. cerevisiae aged cells, superoxide DHE fluorescence; hits give low values. superoxide response (% of plate mean), % at 10 µM. 0.18% of 330,000 active. AID 2690;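 active = superoxide response under a set limit, about three screen SD below normal, cut at about 65% in these data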;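 also: yeast aged for seven days with compound at 30 °C before DHE staining; 100% = average MFI of all compound-treated wells on the plate with controls excluded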
RPL19A TOR yeast: alters RPL19A-GFP fluorescence in TOR pathway yeast screen; 0.3% of 330,000 active; percent response vs DMSO, % at 10 µM; S. cerevisiae RPL19A-GFP strain, flow cytometry, 3 h; hits give low values; AID 2025;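 active = percent response vs DMSO below 50%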;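 also: median channel GFP fluorescence of the barcoded RPL19A-GFP strain; ratio of sample median GFP to plate DMSO average so 100% = DMSO; lower means less RPL19A-GFP as with rapamycin TOR inhibition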
CIT2-GFP yeast: alters CIT2-GFP fluorescence in TOR pathway yeast screen; 0.065% of 320,000 active; S. cerevisiae CIT2-GFP strain, flow cytometry, 3 h; 100 means same as DMSO wells; GFP response vs DMSO, % at 10 µM; AID 2029;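 active = GFP response relative to DMSO above a set limit, near the screen mean plus 3 SD, cut at about 150% in these data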;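 also: ratio of well median GFP fluorescence to mean of DMSO wells on the plate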
VLA-4 inh: inhibition in a human VLA-4 binding assay; VLA-4 expressing cells, ligand binding flow cytometry; inhibition, % (about 7 µM as worked out from the volumes in the protocol); 0.2% of 330,000 active; in the data active = inhibition above about 50%
AGP1-GFP MLPCN: yeast TOR pathway AGP1-GFP modulation | S. cerevisiae AGP1-GFP multiplex flow cytometry, 3 h; GFP as percent of DMSO wells | GFP response vs DMSO, % at 10 µM | 0.02% of 320,000 active | AID 2066;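 active = GFP response relative to DMSO above a set limit, near screen average plus 3 SD, cut at about 150% in these data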;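 also: median GFP channel fluorescence of the gated AGP1 strain per well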
Numbers without * were called inactive; . = no result given.

Start of the data: the first two records (preview)
Values in the order – LAP4 TOR yeast	MEP2 TOR yeast	GRK2 aptamer HTS	CR mimetic SO	RPL19A TOR yeast	CIT2-GFP yeast	VLA-4 inh	AGP1-GFP MLPCN
#1 CCc1ccccc1NC(=O)CN(C)C(=O)CN1C(=O)NC2(CCCCCC2)C1=O
    94.3	101.7	2.0	109.3	97.2	101.5	1.0	103.8
#2 CC(Sc1nncn1C)C(=O)Nc1ccccc1-c1ccccc1 (stereo unspecified)
    97.1	98.0	3.0	104.2	94.0	92.7	23.6	95.4

Results (from the top)
Values in the order – LAP4 TOR yeast	MEP2 TOR yeast	GRK2 aptamer HTS	CR mimetic SO	RPL19A TOR yeast	CIT2-GFP yeast	VLA-4 inh	AGP1-GFP MLPCN
#1 CCc1ccccc1NC(=O)CN(C)C(=O)CN1C(=O)NC2(CCCCCC2)C1=O
    94.3	101.7	2.0	109.3	97.2	101.5	1.0	103.8
#2 CC(Sc1nncn1C)C(=O)Nc1ccccc1-c1ccccc1 (stereo unspecified)
    97.1	98.0	3.0	104.2	94.0	92.7	23.6	95.4
#3 COc1cc(/C=C2/SC(=S)N(CCC(=O)Nc3ccc(C(=O)O)cc3)C2=O)cc(OC)c1OC
    101.4	95.7	5.0	98.4	101.3	100.0	13.0	94.7
#4 COc1ccc(C2N(Cc3ccccc3)CCN2Cc2ccccc2)cc1[N+](=O)[O-]
    94.9	104.2	3.0	100.2	104.2	104.5	1.8	105.8
#5 COc1ccc(C(CCNCc2ccc(N(C)C)cc2)c2ccccc2OC)cc1 (stereo unspecified)
    106.3	109.0	0.0	92.2	101.5	92.6	29.3	94.8
#6 Cc1nn(-c2ccccc2)c(C)c1P(=O)(c1ccccc1)N(C)C (stereo unspecified)
    93.8	99.2	0.0	91.2	99.5	96.0	38.8	94.2
#7 O=C(c1ccc(Br)o1)N(c1ccc(Br)cc1)C1C=CS(=O)(=O)C1 (stereo unspecified)
    99.7	102.7	5.0	102.0	98.3	94.6	9.5	101.0
#8 CC(C(=O)Nc1cc([N+](=O)[O-])ccc1Cl)N1CCN(c2ccc(O)cc2)CC1 (stereo unspecified)
    91.2	94.9	15.0	97.2	93.7	100.4	-5.3	94.4
#9 CCOC(=O)C1=C(C)NC2=C(C(=O)CC(C)(C)C2)C1c1coc2ccccc2c1=O (stereo unspecified)
    97.5	101.8	0.0	97.9	98.5	95.5	-112.2	96.8
#10 COc1ccc(/C=C2\CCc3ccccc3C2=O)cc1OC
    108.9	107.1	0.0	94.0	104.2	108.5	-12.5	99.8
#11 COc1ccc(C2(C(=O)O)CCCC2)cc1
    112.5	105.1	2.0	112.3	113.7	90.8	-2.3	99.8
#12 CCOc1cc(S(=O)(=O)NCCCn2ccnc2)ccc1Cl
    95.3	114.2	0.0	98.0	99.8	111.5	5.4	100.4
#13 O=C(Cc1ccccc1)NCC(=O)N/N=C/c1ccc(Cl)cc1
    88.5	96.6	6.0	103.2	96.2	90.5	5.0	91.5
#14 COc1ccc(OC)c(C(=O)N2CCCC(Nc3ccc(F)cc3)C2)c1 (stereo unspecified)
    101.9	101.6	2.0	102.0	99.4	97.4	17.8	99.5
#15 CC1(C)CC(=O)C(C(N)=NC(=O)c2ccc([N+](=O)[O-])cc2)=C(O)C1
    85.3	99.4	1.0	100.2	101.8	103.3	-60.8	93.5
#16 COc1ccccc1CNC(=O)CCNS(=O)(=O)/C=C/c1ccc(C)cc1
    88.8	91.9	0.0	93.4	90.6	93.1	6.4	95.6
#17 COCc1nnc(NC(=O)c2cccc(NC(=O)c3ccccc3)c2)s1
    71.4	100.4	0.0	106.3	111.7	88.2	-8.5	89.8
#18 NC1=NC[C@H](c2ccccc2)N1CC1CCCCC1
    120.0	95.5	0.0	95.1	100.5	103.0	10.1	88.7
#19 Cc1ccc(NC2CC(=O)N(c3ccc(N4CCCCC4)cc3)C2=O)cc1 (stereo unspecified)
    90.2	92.6	0.0	112.2	95.4	102.3	9.6	91.0
#20 Cc1nnc(SCC(=O)Nc2ccc(Cl)cn2)[nH]c1=O
    90.5	92.1	1.0	96.4	95.1	100.2	38.5	99.5
#21 COc1ccc(/C=N/NC(=O)CNC(=O)C2COc3ccccc3O2)cc1OC (stereo unspecified)
    89.6	106.3	0.0	107.5	117.0	103.6	0.6	109.4
#22 CCCCNC(=S)Nc1cccc2cnccc12
    94.7	99.3	0.0	96.0	96.6	99.2	9.8	103.7
#23 Cc1ccccc1NC(=O)Cn1nnc(S(=O)(=O)c2ccc(C(C)(C)C)cc2)c1N
    96.4	91.7	0.0	103.7	98.8	104.2	-11.9	103.8
#24 COc1ccc(S(=O)(=O)N2CCCCCC2)cc1C(=O)N(C)Cc1ccc(Cl)cc1Cl
    115.5	104.4	0.0	86.9	106.1	101.0	10.5	115.4
#25 O=C(N/N=C/c1ccc[nH]1)c1ccc([N+](=O)[O-])cc1
    102.3	104.6	0.0	102.7	103.9	94.9	0.0	100.2
#26 NC(=S)c1cc2cc(Br)ccc2oc1=O
    108.0	101.5	0.0	97.8	104.4	96.6	-4.0	94.5
#27 Cc1ccc(-n2ncc3c2CCCC3NC(=O)c2ccoc2)cc1C (stereo unspecified)
    70.0	85.1	5.0	98.3	104.9	93.6	11.2	95.6
#28 C[C@H](CO)N1C[C@H](C)[C@@H](CN(C)C(=O)Nc2ccc(C(F)(F)F)cc2)Oc2ccc(NC(=O)C3CC3)cc2C1=O
    107.5	100.9	0.0	112.5	102.8	93.8	-2.8	105.2
#29 C/C(=N\NC(=O)COc1ccc(C)cc1[N+](=O)[O-])c1cccs1
    101.6	100.5	1.0	101.2	83.4	74.7	-1.0	90.0
#30 CC(=O)N1CCc2ccc(S(=O)(=O)N3CCc4ccccc43)cc21
    100.8	102.9	2.0	105.5	100.3	98.2	28.0	104.7
#31 COc1ccc(S(=O)(=O)Nc2cccc(C(C)=O)c2)cc1Br
    122.5	105.2	1.0	101.6	95.1	85.4	13.1	98.3
#32 CC(=O)c1cccc(NC(=O)CO/N=C2/CCCc3nonc32)c1
    96.7	95.1	2.0	110.1	95.3	91.8	-11.3	96.5
#33 COc1ccc(/C=N/NC(=O)OC(C)(C)C)cc1OC
    92.0	104.3	0.0	110.8	99.9	106.8	10.1	99.3
#34 O=C(NCC(=O)N1CCN(C(=O)c2ccco2)CC1)c1cccc(Cl)c1
    110.0	103.5	0.0	76.4	102.5	92.7	9.3	108.3
#35 Cc1nn(-c2ccccc2)c2[nH]c(C(F)(F)F)cc(=O)c12
    87.5	91.7	2.0	97.4	100.0	95.5	5.6	89.8
#36 COc1ccc(N(CC(=O)NCc2ccc(F)cc2)C(=O)c2snc(C(N)=O)c2N)cc1OC
    101.2	113.0	2.0	97.0	105.1	103.0	0.5	108.3
#37 COc1ccc(Cl)cc1C(=O)NCc1ccc2c(c1)OCO2
    98.7	107.2	2.0	104.3	108.0	96.2	2.7	93.8
#38 CCN1CCN(c2ccc(N3CCN(C(=O)c4ccc(Br)o4)CC3)nn2)CC1
    107.8	99.6	0.0	104.8	98.4	104.9	-1.4	101.6
#39 O=C(Nc1ncccc1O)c1ccc(C(=O)c2ccccc2)cc1
    103.1	96.5	1.0	97.7	99.6	89.8	16.6	107.8
#40 COc1ccc(NC(=O)CCCCC#Cc2ccccc2)cc1
    110.3	100.0	0.0	89.6	99.0	96.0	-5.0	98.2
#41 CCOC(=O)C1CCN(c2cc3c(cc2NC(=O)c2cc(OC)ccc2Br)n(C)c(=O)n3C)CC1
    137.5	94.6	0.0	90.0	79.8	106.7	-13.7	116.5
#42 O=C(NCc1cccc(OC(F)(F)F)c1)c1cccc2c1C(=O)c1ccc(-c3ccc(F)cc3OCc3ccccc3)cc1S2(=O)=O
    109.7	95.3	2.0	101.1	96.9	99.7	-4.1	97.5
#43 Cn1cc(Br)c(-c2cccc(NC(=O)CCCC(=O)O)c2)n1
    116.6	90.7	0.0	91.6	98.1	113.1	4.2	125.3
#44 Clc1ccc(OCc2nc(-c3ccccn3)n[nH]2)cc1
    125.7	103.1	0.0	103.2	114.1	.	-5.5	98.8
#45 CCC(=O)Nc1ccc(F)c(Cl)c1
    106.8	97.7	0.0	107.1	98.4	89.7	1.8	97.2
#46 NC(=O)C[C@@H]1NC(=O)CNC(=O)c2cc([N+](=O)[O-])cc(I)c2NCCC(C(N)=O)NC1=O (stereo partly specified)
    109.3	96.1	2.0	105.6	101.0	92.6	5.0	93.0
#47 CCN(C(=S)Nc1cccc(C)c1)c1ccccc1
    94.4	99.6	2.0	86.1	98.1	95.3	2.9	97.1
#48 O=C(c1ccccc1)N1CCN(CC(O)COCC2CC=CCC2)CC1 (stereo unspecified)
    98.9	98.0	0.0	97.8	99.9	103.3	5.5	102.1
#49 CC(NC(=O)c1csc2ccccc12)C1CCCO1 (stereo unspecified)
    102.3	98.9	1.0	85.8	96.9	97.2	2.5	99.2
#50 C=CCN(CC=C)S(=O)(=O)c1ccc(NC(=S)NC(=O)C2CC2)cc1
    78.6	86.3	0.0	97.1	97.6	82.0	-0.5	87.2
#51 Cn1cc(C(=O)N2CCN(c3cccc(Cl)c3)CC2)c(=O)c2cc(S(=O)(=O)N3CCOCC3)ccc21
    104.2	98.4	0.0	97.6	96.7	98.6	2.7	104.1
#52 CCCN1C(=O)/C(=C/c2ccccc2OCc2ccc(C(=O)O)cc2)NC1=S
    107.7	104.7	1.0	108.3	93.5	89.5	-7.6	98.0
#53 CCOc1ccnc(OCC)c1Br
    92.1	103.7	1.0	100.6	101.0	108.6	8.7	101.5
#54 COc1ccc(C(=O)N2CCN(Cc3nc(CC4CC4)no3)CC2)cc1
    90.7	108.7	4.0	102.9	103.2	102.8	-11.5	104.2
#55 Fc1ccccc1/C=N/Nc1ncnc2ccccc12
    93.1	93.8	1.0	99.1	91.6	93.1	0.0	94.4
#56 Cc1ccc2nc(CSc3nnc(Nc4ccccc4C)s3)cc(=O)n2c1
    105.0	104.2	1.0	102.7	99.0	92.3	11.8	90.5
#57 Cc1ccc(NC(=O)C2CCCN2C(=O)Oc2ccccc2)c(C)c1 (stereo unspecified)
    96.7	104.5	6.0	80.5	99.9	98.9	-7.1	103.6
#58 Clc1ccccc1Cc1noc(CN2CCSCC2)n1
    91.5	103.3	0.0	89.8	103.3	105.9	2.6	103.1
